mut p53 react = mutant p53 pathway re-activators, primary screen, cell-based, SW480, luciferase, single point, HTS; SW480 PUMA-promoter luciferase, p53 mutant reactivation; activation, % at 9.98 µM; actives 1.5% (n = 28,000); in the data active = activation above about 52%
STK33 inh = STK33 kinase inhibitors, primary screen, biochemical, luminescence, ADP-Glo, MBP substrate; Serine/threonine-protein kinase 33 (Homo sapiens), Q9BYT3; inhibition, % at 12.5 µM; actives 0.44% (n = 27,000); in the data active = inhibition above about 20%
Target sequence (Q9BYT3 whole entry, looked up): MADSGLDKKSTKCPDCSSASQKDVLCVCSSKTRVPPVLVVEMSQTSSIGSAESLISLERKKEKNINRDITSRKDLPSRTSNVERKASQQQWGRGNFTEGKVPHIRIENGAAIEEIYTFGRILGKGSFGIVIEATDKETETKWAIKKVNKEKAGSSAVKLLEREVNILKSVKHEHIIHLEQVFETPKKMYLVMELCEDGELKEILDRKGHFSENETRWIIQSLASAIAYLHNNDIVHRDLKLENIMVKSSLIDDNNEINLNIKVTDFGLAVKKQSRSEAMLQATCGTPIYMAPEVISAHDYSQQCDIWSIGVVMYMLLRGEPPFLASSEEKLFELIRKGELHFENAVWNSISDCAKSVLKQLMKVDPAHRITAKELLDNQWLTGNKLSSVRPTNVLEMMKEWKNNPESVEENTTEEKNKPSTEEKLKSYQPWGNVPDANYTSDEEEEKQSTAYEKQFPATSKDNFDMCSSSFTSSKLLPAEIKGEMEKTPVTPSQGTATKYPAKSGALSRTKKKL
An asterisk follows results filed as active; . = no result given.

SMILES	mut p53 react	STK33 inh
O=C(Cn1c2ccccc2n2ncnc12)c1ccc(-c2ccccc2)cc1	10	.
COc1ccc(S(=O)(=O)Nc2ccc3c(c2)CC(=O)N([C@H](C)CO)C[C@@H](C)[C@@H](CN(C)Cc2ccc(Oc4ccccc4)cc2)O3)cc1	.	-1
C=C1C(=O)O[C@@H]2C3C(=C(C)[C@@H](O)[C@@H](OC(=O)/C(=C/C)COC(C)=O)[C@@H]12)C(=O)[C@H]1O[C@@]31C (stereo partly drawn)	.	-2
N#Cc1c(NC(=O)Cn2cnc3sc(-c4ccccc4)cc3c2=O)sc2c1CCC2	-11	7
CCN(CC(=O)Nc1ccc(F)cc1F)S(=O)(=O)c1ccc2ccccc2c1	-24	-3
CC/C=C/c1ccc(C)cc1CCCCCC(=O)O	.	-2
CC(C)NC(=O)Nc1ccc2c(c1)CC(=O)N([C@@H](C)CO)C[C@H](C)[C@@H](CN(C)S(C)(=O)=O)O2	.	7
CC(C)NC(=O)Nc1ccc2c(c1)CC(=O)N([C@@H](C)CO)C[C@@H](C)[C@@H](CN(C)Cc1ccc(-c3ccccc3)cc1)O2	-1	-1
C[C@@H]1CCCCO[C@@H](CN(C)S(C)(=O)=O)[C@@H](C)CN([C@H](C)CO)C(=O)c2cc(NC(=O)Nc3ccccc3)ccc2O1	.	3
C[C@H](CO)N1C[C@H](C)[C@H](CN(C)C)Oc2ccc(NC(=O)Cc3cn(C)c4ccccc34)cc2CC1=O	.	-2
CNC[C@H]1Oc2c(N)cccc2C(=O)N([C@@H](C)CO)C[C@@H]1C	6	.
COc1cc(C[C@H]2C(=O)OC[C@@H]2Cc2ccc(O[C@@H]3O[C@H](CO)[C@@H](O)[C@H](O)[C@H]3O)c(OC)c2)ccc1O	-1	-1
Cc1ccc(S(=O)(=O)N(CC(=O)O)c2cc(Cl)ccc2C)cc1	-15	-5
Cc1ccc(S(=O)(=O)N(C)C[C@H]2Oc3c(NC(=O)C4CC4)cccc3C(=O)N([C@@H](C)CO)C[C@@H]2C)cc1	2	.
Cn1c(=O)/c(=C/c2ccccc2)n(C)c(=O)/c1=C/c1ccccc1	-5	-1
CCOC(=O)C1=C(C)NC(=S)NC1c1cc(I)c(OCC#N)c(OC)c1 (stereo not drawn)	-8	0
Cc1[nH]n(-c2ccccc2)c(=S)c1C=NC(C)Cc1ccccc1 (stereo not drawn)	-10	.
CCOc1ccc(C(=O)c2oc3ccccc3c2NC(=O)c2cc(OC)c(OC)c(OC)c2)cc1	20	2
C[C@H]1CN([C@@H](C)CO)C(=O)Cc2cc(NC(=O)Nc3ccc4c(c3)OCO4)ccc2O[C@@H]1CN(C)S(=O)(=O)c1ccc(F)cc1	.	3
CCOC(=O)CSc1nc(NC#N)nc(N(CC)CC)n1	-14	.
C[C@@H]1CCCCO[C@@H](CN(C)C(=O)CCCN(C)C)[C@@H](C)CN([C@H](C)CO)C(=O)c2cc(NS(=O)(=O)c3ccccc3)ccc2O1	3	2
CSc1cccc(NC(=O)C(C)N(c2ccc(C)c(C)c2)S(C)(=O)=O)c1 (stereo not drawn)	0	1
CC(=O)Nc1ccc(-c2nnc(SCC(=O)Nc3cccc(C(F)(F)F)c3)n2C)cc1	-2	0
C[C@H](CO)N1C[C@H](C)[C@H](CN(C)Cc2ccccc2)Oc2c(NC(=O)C3CCOCC3)cccc2C1=O	10	.
CC(C)(C)NCC(O)COc1cccc2c1CCC(=O)N2 (stereo not drawn)	5	3

Retrieved by compound from above:
SMILES	mut p53 react	STK33 inh
CCN(CC(=O)Nc1ccc(F)cc1F)S(=O)(=O)c1ccc2ccccc2c1	-24	-3
CCOc1ccc(C(=O)c2oc3ccccc3c2NC(=O)c2cc(OC)c(OC)c(OC)c2)cc1	20	2

(list continues)
SMILES	mut p53 react	STK33 inh
Cc1noc(C)c1S(=O)(=O)N(C)C[C@H]1OCc2cn(nn2)CCCC(=O)N([C@@H](C)CO)C[C@@H]1C	.	-3
COc1ccc([Si](C)(C)[C@H]2[C@H](CCn3cc(CCO)nn3)O[C@@]3(C(=O)N(Cc4ccc(N5CCC5=O)cc4)c4ccccc43)[C@@H]2C)cc1	.	19
CCOc1cc(C)c(Cl)cc1S(=O)(=O)NC1CC(C)(C)NC(C)(C)C1	2	0
COc1cc(OC)c2c(OC)c(-c3ccc4c(c3)OCO4)c(=O)oc2c1	.	-3
COc1cc2c(cc1OC)[C@H]1[C@@H](C)c3ccc(OC)c(OC)c3CN1CC2	-10	-2
C[C@H]1CN([C@@H](C)CO)C(=O)CCCn2cc(nn2)CO[C@H]1CN(C)C(=O)Nc1ccccc1	.	-2
COc1ccc(S(=O)(=O)N(C)C[C@H]2Oc3ccc(NC(=O)Nc4ccc5c(c4)OCO5)cc3CC(=O)N([C@@H](C)CO)C[C@@H]2C)cc1	6	0
COc1ccc(NC(=O)Nc2cccc3c2O[C@H](CN(C)C(=O)Nc2ccccc2)[C@H](C)CN([C@@H](C)CO)C3=O)cc1	13	.
Cc1noc(C)c1NC(=O)Nc1ccc2c(c1)CC(=O)N([C@@H](C)CO)C[C@@H](C)[C@@H](CN(C)S(=O)(=O)c1ccccc1)O2	4	3
Cc1ccc(-c2nc(S(=O)(=O)c3ccc(Cl)cc3)c(SCC(N)=O)o2)cc1	-16	-1
COC(=O)c1ccccc1NC(=O)C(C)Oc1ccc2c(C)cc(=O)oc2c1 (stereo not drawn)	22	-1
C[C@@H]1CN([C@H](C)CO)C(=O)Cc2cc(NC(=O)CCC(F)(F)F)ccc2O[C@H]1CN(C)Cc1ccccc1	.	-4
C[C@H]1CN([C@@H](C)CO)S(=O)(=O)c2ccc(C3=CCCCC3)cc2O[C@H]1CN(C)S(C)(=O)=O	0	.
Cc1noc(C)c1S(=O)(=O)Nc1ccc2c(c1)C(=O)N([C@H](C)CO)C[C@H](C)[C@@H](CN(C)S(=O)(=O)c1ccc(Cl)cc1)O2	.	0
C/C=C(/C)C(=O)OC1C(OC(C)=O)c2c(ccc3ccc(=O)oc23)OC1(C)C (stereo not drawn)	-7	0
C[C@@H]1CCCCO[C@H](CN(C)Cc2ccccc2)[C@H](C)CN([C@H](C)CO)C(=O)c2cc(NC(=O)NC3CCCCC3)ccc2O1	-12	.
COc1ccc(OCCNc2c([N+](=O)[O-])c(=O)oc3ccccc23)cc1	37	2
CC(C)(C)c1ccc(C(=O)Nc2ccc(NC(=O)COc3ccc([N+](=O)[O-])cc3)cc2)cc1	-20	6
COC(=O)c1ccccc1NC(=O)CN(c1ccc(I)cc1)S(C)(=O)=O	10	0
CC(C)C#Cc1ccc2c(c1)O[C@@H](CN(C)C(=O)c1ccccc1)[C@H](C)CN([C@@H](C)CO)S2(=O)=O	-11	.
O=C(CSc1nnc(-c2ccncc2)n1-c1ccc(F)cc1)c1ccc(Cl)cc1	15	-5
COc1ccc(NC(=O)Nc2ccc3c(c2)CC(=O)N([C@H](C)CO)C[C@@H](C)[C@@H](CN(C)Cc2ccccc2)O3)cc1	.	1
Cc1noc(C)c1NC(=O)N(C)C[C@H]1Oc2ccc(N(C)C)cc2CC(=O)N([C@H](C)CO)C[C@H]1C	13	.
C[C@@H]1CCCCO[C@H](CN(C)Cc2ccc(C(=O)O)cc2)[C@H](C)CN([C@H](C)CO)C(=O)c2cc(NC(=O)Nc3ccc(F)cc3)ccc2O1	-2	.
Cc1ccc(S(=O)(=O)N(C)CC(=O)Nc2cc(Cl)ccc2Oc2ccccc2)cc1	26	2

Some of these compounds in order of molecular weight, largest number first.
SMILES	mut p53 react	STK33 inh
C[C@@H]1CN([C@H](C)CO)C(=O)Cc2cc(NC(=O)CCC(F)(F)F)ccc2O[C@H]1CN(C)Cc1ccccc1	.	-4
Cc1noc(C)c1NC(=O)N(C)C[C@H]1Oc2ccc(N(C)C)cc2CC(=O)N([C@H](C)CO)C[C@H]1C	13	.
C[C@H]1CN([C@@H](C)CO)C(=O)CCCn2cc(nn2)CO[C@H]1CN(C)C(=O)Nc1ccccc1	.	-2
COC(=O)c1ccccc1NC(=O)C(C)Oc1ccc2c(C)cc(=O)oc2c1 (stereo not drawn)	22	-1
COc1cc2c(cc1OC)[C@H]1[C@@H](C)c3ccc(OC)c(OC)c3CN1CC2	-10	-2

Next part:
SMILES	mut p53 react	STK33 inh
C[C@@H]1CN([C@@H](C)CO)C(=O)c2cc(NS(=O)(=O)c3ccccc3)ccc2O[C@@H]1CN(C)Cc1ccncc1	13	0
C[C@H]1CN([C@@H](C)CO)C(=O)CCCn2cc(nn2)CO[C@@H]1CN(C)C(=O)c1ccc(N2CCN(C)CC2)cc1	16	3
Cc1noc(C)c1NC(=O)Nc1cccc2c1O[C@@H](CN(C)S(=O)(=O)c1cccs1)[C@H](C)CN([C@@H](C)CO)C2=O	5	.
NC(=O)C1(N2CCCCC2)CCN(CC(=O)Nc2ccc(F)cc2)CC1	-6	-1
COc1ccc(NC(=O)N(C)C[C@H]2OCCCC[C@@H](C)Oc3ccc(NS(=O)(=O)c4ccc(F)cc4)cc3C(=O)N([C@@H](C)CO)C[C@@H]2C)cc1	5	.
CC(=O)Nc1ccc(NC(=O)CN(c2ccccc2Br)S(C)(=O)=O)cc1	7	2
CSc1cccc(NC(=O)C(C)NS(=O)(=O)c2ccccc2)c1 (stereo not drawn)	-5	-2
C[C@H]1CN([C@@H](C)CO)C(=O)Cc2cc(NC(=O)CCCN(C)C)ccc2O[C@@H]1CN(C)C(=O)Nc1ccc2c(c1)OCO2	.	0
C[C@H]1CN([C@@H](C)CO)C(=O)c2cc(NC(=O)C3CC3)ccc2O[C@@H]1CN(C)S(=O)(=O)c1ccc(F)cc1	.	-4
C[C@H](CO)N1C[C@H](C)[C@@H](CN(C)Cc2ccc(Cl)c(Cl)c2)Oc2ccc(NC(=O)Nc3ccccc3)cc2C1=O	.	-1
Cc1nn(C)c(C)c1CNC(=O)c1cnn2c1NC(c1ccc(Br)cc1)CC2C(F)(F)F (stereo not drawn)	5	0
Cc1noc(C)c1NC(=O)N(C)C[C@H]1Oc2c(NC(=O)Nc3ccccc3)cccc2C(=O)N([C@@H](C)CO)C[C@@H]1C	1	.
C[C@@H]1CN([C@H](C)CO)C(=O)c2cc(-c3cccnc3)cnc2O[C@H]1CN(C)Cc1ccc(Oc2ccccc2)cc1	3	.
O=C(O)CC(C(=O)Nc1ccc(Cl)cc1)N1CCCC1 (stereo not drawn)	-7	4
Cc1ccc(S(=O)(=O)N(C)C[C@H]2Oc3ccc(NC(=O)Nc4ccc(F)cc4)cc3C(=O)N([C@@H](C)CO)C[C@H]2C)cc1	-8	4
CC(C)C#Cc1cnc2c(c1)C(=O)N([C@@H](C)CO)C[C@@H](C)[C@H](CN(C)C(=O)c1ccc3c(c1)OCO3)O2	11	.
C[C@@H]1CN([C@H](C)CO)C(=O)Cc2cc(NC(=O)Nc3ccc4c(c3)OCO4)ccc2O[C@H]1CN(C)C(=O)Nc1ccc2c(c1)OCO2	1	3
C[C@H](CO)N1C[C@H](C)[C@@H](CN(C)C(=O)CCC(F)(F)F)OCc2ccccc2-c2ccccc2C1=O	13	.
Cc1cc(Cl)ccc1NC(=O)CN(c1ccc(Cl)cc1)S(C)(=O)=O	16	0
O=C(NCCC(c1ccc(F)cc1)c1ccco1)c1cccs1 (stereo not drawn)	50*	-2
COc1ccc(C2OCC3C2CO[C@H]3c2ccc(OC)c(OC)c2)cc1OC (stereo partly drawn)	-11	0
CNC[C@@H]1Oc2ccc(NC(=O)CCCN(C)C)cc2C(=O)N([C@H](C)CO)C[C@H]1C	-2	.
C[C@@H]1CN([C@H](C)CO)C(=O)c2cc(N(C)C)ccc2O[C@H]1CN(C)C(=O)NC1CCCCC1	5	.
COc1ccc(-c2cc(=O)c3cc(OC)ccc3o2)cc1	.	6
Cc1ccc(NC(=O)CC2NC3CCCCC3NC2=O)cc1C (stereo not drawn)	-3	-5

(next part)
SMILES	mut p53 react	STK33 inh
CN=c1scc(C)n1NC(=O)Nc1ccc(Cl)cc1	17	.
COc1ccc(S(=O)(=O)Nc2ccc3c(c2)CC(=O)N([C@@H](C)CO)C[C@@H](C)[C@@H](CN(C)S(C)(=O)=O)O3)cc1	.	-4
C[C@@H]1CN([C@H](C)CO)C(=O)Cc2cc(NS(=O)(=O)c3cccs3)ccc2O[C@H]1CN(C)C(=O)Nc1ccccc1	.	8
C=CCNC(=O)[C@@H]1[C@H]2C(=O)O[C@H](c3ccccc3)[C@H](c3ccccc3)N2[C@H](c2ccccc2OCCO)[C@@]12C(=O)Nc1ccc(C#CC3=CCCCC3)cc12	.	9
C[C@@H]1CN([C@H](C)CO)C(=O)CCCn2cc(nn2)CO[C@@H]1CN(C)Cc1cccc(O)c1	.	-1
C[C@H](CO)N1C[C@H](C)[C@H](CN(C)C(=O)Nc2ccc3c(c2)OCO3)Oc2ccc(NC(=O)Nc3ccc(C(F)(F)F)cc3)cc2CC1=O	.	-2
CCn1c(SCC(N)=O)nnc1-c1sc2cc(Cl)ccc2c1Cl	10	1
Cc1ccc(-c2nc3ncccc3o2)cc1NC(=O)COc1cc(Cl)c(Cl)cc1Cl	5	5
Cn1c(SCc2nc3ccccc3s2)nnc1-c1cccnc1	0	3
COCCNC(=O)C[C@H]1C[C@H]2c3cc(NC(=O)CC4CC4)ccc3O[C@H]2[C@H](CO)O1	10	.
Cc1noc(C)c1S(=O)(=O)N(C)C[C@@H]1Oc2ccc(NC(=O)C3CCCCC3)cc2CC(=O)N([C@H](C)CO)C[C@@H]1C	9	-6

Quoted from the listing:
Under mut p53 react, CCOC(=O)CSc1nc(NC#N)nc(N(CC)CC)n1 is listed with -14
Under mut p53 react, CN=c1scc(C)n1NC(=O)Nc1ccc(Cl)cc1 is listed with 17

Complete entries, quoted from the list. Screens in order: mut p53 react | STK33 inh
CCn1c(SCC(N)=O)nnc1-c1sc2cc(Cl)ccc2c1Cl is entered as 10 | 1
CN=c1scc(C)n1NC(=O)Nc1ccc(Cl)cc1 is entered as 17 | .

These rows are one share of the data. The share of hits here may be higher or lower than overall.
